# Bioassay records deposited in PubChem BioAssay by Broad Institute.
# RAD54 branch: blocks human RAD54 Holliday junction branch migration | Q92698 | FAM/BHQ fluorescence | inhibition, % at 10.4 µM | 0.14% of 360,000 active | AID 602329;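 active means mean normalized replicate activity at least 40 and at least half of replicates scoring 40 or more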;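 further: 0% = median of neutral control wells and 100% = median of positive control wells; inhibitors cause a drop in the FAM fluorescence signal; in these data hits start at about 50%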
# RAD52 anneal inh: inhibitors of human RAD52 DNA annealing. AID 651710. 0.46% of 360,000 active. recombinant RAD52 DNA annealing, FRET fluorescence. inhibition, % at 18.7 µM;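 active means every replicate showing at least 50% inhibition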
# Target sequence (P43351 whole entry, looked up): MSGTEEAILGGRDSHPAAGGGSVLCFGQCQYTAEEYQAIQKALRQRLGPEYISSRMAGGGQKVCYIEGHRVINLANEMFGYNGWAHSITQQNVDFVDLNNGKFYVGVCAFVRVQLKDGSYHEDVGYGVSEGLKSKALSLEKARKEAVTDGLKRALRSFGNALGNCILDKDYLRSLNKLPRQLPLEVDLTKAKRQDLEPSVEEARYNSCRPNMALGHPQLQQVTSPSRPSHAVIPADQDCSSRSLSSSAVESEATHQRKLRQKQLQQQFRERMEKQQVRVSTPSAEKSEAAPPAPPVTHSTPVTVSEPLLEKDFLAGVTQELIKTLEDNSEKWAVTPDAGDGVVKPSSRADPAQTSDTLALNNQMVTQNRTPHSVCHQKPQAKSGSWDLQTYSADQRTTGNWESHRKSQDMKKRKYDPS
# FN deposit inh: fibronectin deposition inhibition; AH1F fibroblasts, Alexa488-fibronectin deposition fluorescence, overnight; inhibition, % at 12.6 µM; AID 743247; 0.086% of 350,000 active;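 active means mean inhibition across replicates of 30% or more, regardless of how many single replicates reach that level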;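 further: positive control wells lacked labelled fibronectin entirely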
#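 Assay system: AH1F fibroblasts assembling fluorescent fibronectin matrix; Amount: 10000 AH1F cells per well; Buffer or medium: DMEM, 2% serum; Probe or stimulus: Alexa488-fibronectin, 24 nM final in well; Doses: single compound dose, delivered by pin transfer; Incubation: 1 h adhesion, overnight exposure; Measured by: fluorescence 485/525 nm; Read-out: fibronectin deposition inhibition.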
# E-selectin induc: induces E-selectin expression in human endothelial cells; HUVEC E-selectin immunofluorescence imaging; normalized: neutral wells 0, TNF-alpha wells 100; 0.37% of 260,000 active; P16581; activation, % at 7.58 µM;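 active means mean E-selectin-positive cell signal at least 10% of the positive control, reached in at least 60% of replicates, without over 20% cell loss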;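 further: in these data hits start at about 27%; measured in HUVEC primary endothelial cells; signal is the percent of cells scored E-selectin positive by PE staining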
#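 Read-out: % PE-positive cells | Test system: HUVEC | Doses: One compound dose added by pin transfer | Buffer or medium: EGM-2 over gelatin coat | Signal: Immunofluorescence imaging | Benchmarks: TNF-alpha, DMSO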
# EWS-Fli inh: blocks EWS/Fli oncoprotein-driven transcription; A673 NR0B1-luciferase reporter, viability-normalised; inhibition, % at 12.6 µM; 0.67% of 350,000 active; AID 651661;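 active means mean inhibition of at least 50% after viability correction, with every replicate also passing that limit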;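 further: firefly luciferase signal divided by Alamar Blue viability fluorescence both relative to DMSO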
# S100A4 inh HTS: inhibitors of human S100A4 binding to myosin IIA peptide; P26447; S100A4/TAMRA-MyoIIA peptide fluorescence polarization; inhibition, % at 10.7 µM; 0.14% of 360,000 active;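 active means mean inhibition of at least 70% across replicates, with every replicate also reaching that level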
# Target sequence (P26447 whole entry, looked up): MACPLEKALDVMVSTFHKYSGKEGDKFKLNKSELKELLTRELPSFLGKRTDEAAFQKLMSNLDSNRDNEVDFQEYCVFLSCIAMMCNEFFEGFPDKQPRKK
#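 Test system – S100A4 monomer (human) · Compound – single-point compound testing · Schedule – 5 min incubation before reading · Probe or stimulus – TAMRA-labelled myosin IIA heavy-chain peptide probe, 5 nM · Benchmarks – neutral control DMSO, positive control TFP · Medium – Calcium-containing HEPES buffer, pH 7.2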
# XiGFP reactiv: activators of X-chromosome reactivation in mouse fibroblasts; activation, % at 7.58 µM; XiGFP mouse fibroblasts, % GFP-positive cells imaging, 3 d; cells co-treated with 5-aza-dC sensitizer; scaled so ellipticine positive control = 100%; 0.055% of 360,000 active;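 active means mean normalized replicate activation at least 10% and every replicate at or above 10%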;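 further: 0% = median of on-plate neutral control wells and 100% = ellipticine 6 µM median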
#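 System: SV40-immortalized XiGFP fibroblast cells, line 68-5-11 / Incubation: 3-day compound exposure, then 15 min fixation at room temperature / Compound: single concentration per compound, delivered by pin transfer / Buffer or medium: DMEM plus 5-aza-dC sensitizer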
# esBAF inh: inhibitors of esBAF chromatin remodeling in mouse ES cells; Bmi1-luciferase knock-in reporter, 24 h; 100% = twice the neutral-well signal; reporter increase, % at 12.5 µM; 2% of 350,000 active; in the data active means activation above about 40%;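 further: 0% = median of the plate's neutral control wells and 100% = double that signal; a rise in the Bmi1 reporter signal indicates esBAF inhibition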
# Starred values were filed as active, the others as inactive; · = no result given; & = joins results of further samples. Compounds were not picked by outcome (roughly 3% active in at least one column).
SMILES,RAD54 branch,RAD52 anneal inh,FN deposit inh,E-selectin induc,EWS-Fli inh,S100A4 inh HTS,XiGFP reactiv,esBAF inh
CCCNC(=O)c1ccc(N2CCC3(CC2)CC(c2ccccc2)=NO3)c([N+](=O)[O-])c1,3,-12,-16,0.5,22,-2,0.1,-10
N#C[C@H]1[C@H](c2ccccc2)[C@@H](CO)N1S(=O)(=O)c1ccc(F)cc1,-1,9,0,0.7,-3,-1,-0.1,-2
COCCNC(=O)CN(C(=O)Cn1nnc2ccccc21)c1cc(C)cc(C)c1,·,1,-3,-0.1,6,44,0.2,·
CCNC(=O)CC1SC(=Nc2cccc3ccccc23)N(C)C1=O (configuration not stated),2,-9,3,1.7,13,-1,0.1,-2
CC(N)c1csc(Nc2ccc(S(C)(=O)=O)cc2)n1 (configuration not stated),1,-3,4,3.7,-2,4,0.8,6
Cc1cc(C(=O)Nc2cccc3c2O[C@@H](CN(C)S(C)(=O)=O)[C@@H](C)CN([C@@H](C)CO)C3=O)n(C)n1,8,10,·,·,-3,0,-0.4,8
COCC(=O)Nc1ccc2c(c1)C(=O)N(C)[C@H]1CC[C@@H](CC(=O)NCc3ccccc3)O[C@H]1CO2,-4,9,-18,0.2,-9,-9,0.7,5
CCOC1=C2[C@H](c3ccccc3)N(S(=O)(=O)c3ccc(C)cc3)[C@H](C(C)C)[C@H]2n2c(=O)n(-c3ccccc3)c(=O)n2C1,-5,-17,·,·,4,1,0.0,2
CNC(=O)c1ccc2nc(NC(C)=O)sc2c1,7,-15,·,·,-44,-6,·,19
CC(C)C[C@H]1CN(CCCC[C@H]2CNC(=O)C(=O)N2CC2CCCCC2)C(=O)C(=O)N1CCc1ccc(O)cc1,·,-2,-7,0.2,-10,-11,0.0,·
O=C(NCC(c1ccco1)N1CCCC1)c1ccc(-n2cccn2)cc1 (configuration not stated),-2,-31,3,-0.3,2,-4,-0.1,0
CCO[C@H]1OC(C(=O)O)=C[C@@H](c2cn(C(C)=O)c3ccccc23)[C@@H]1CCCO,-6,·,4,-0.2,1,·,0.0,-1
CC(C)(CNS(=O)(=O)c1ccc(Cl)cc1)N1CCCCC1,-22,-41,·,·,7,-27,·,-4
C/C=C/c1ccc([C@H]2[C@@H](CO)N(C(=O)CC)[C@@H]2CNC(=O)C2CC2)cc1,11,-51,2,0.1,5,-8,0.3,-4
CCOCCCN(C(=O)c1snc(C(N)=O)c1N)C(C(=O)NC1CCCC1)c1ccc(O)c(OC)c1 (configuration not stated),8,-2,-5,-0.1,-1,-1,0.1,0
O=C(NC1CCCc2ccccc21)C1CCCC1 (configuration not stated),5,-2,-3,0.0,3,1,0.3,1
O=C(C[C@@H]1CC[C@H]2NC[C@@H](O)COC[C@@H]2O1)Nc1ccc(-c2ccccc2)cc1,12,19,5,0.0,-2,-16,0.0,-2
Cc1c(C)c2ccc(OCC(=O)N3CCC(C(=O)O)CC3)cc2oc1=O,-4,-14,·,·,3,-1,·,-8
CN(C)CC(=O)N1[C@H](C#N)[C@@H](c2ccc(C#CC3CCCC3)cc2)[C@@H]1CO,-3,23,-1,-0.3,5,-2,0.0,-2
CC(C)NC(=O)N1[C@H](C#N)[C@H](c2ccccc2-c2ccc(F)cc2)[C@@H]1CO,·,11,-5,0.0,-5,1,0.0,·
O=C(COC(=O)c1cc(=O)c2ccccc2o1)Nc1ccccc1F,-1,0,6,0.0,-8,0,0.2,·
C/C=C/c1ccc(C2[C@@H]3CN(S(=O)(=O)c4ccc(C)cc4)C[C@H]2N3)cc1 (some centres not stated),·,·,0&-3,0.0&0.0,1&-1,·,0.0&0.0,·
C[C@H](CO)N1C[C@H](C)[C@@H](CN(C)CC2CCCCC2)OCCCC[C@H](C)Oc2ccc(NC(=O)CCC(F)(F)F)cc2C1=O,2,·,·,-0.3,-6,·,-0.1,2
COC(=O)[C@H](CCSC)NC(=O)Cn1cnc2c(OCc3ccccc3)ncnc21,2,-4,9,-0.5,-23,27,-0.1,-1
C[C@@H]1CN([C@H](C)CO)C(=O)c2cc(NS(=O)(=O)c3ccc(Cl)cc3)ccc2O[C@@H]1CN(C)S(=O)(=O)c1ccc(Cl)cc1,1,-12,·,1.4,8,14,0.2,-3
COc1cc2c(cc1OC)C(C)N(C(=O)Nc1ccc(F)cc1)CC2 (configuration not stated),-8,-3,11,0.2,34,-3,-0.1,1
COc1ccc([C@H]2CC(=O)C=C(c3cccc(Cl)c3)C2)cc1OC,-1,-15,20,0.1,1,2,-0.1,-2
CC1CCCCC1NC(=O)c1ccc(NC2=NC3CS(=O)(=O)CC3S2)cc1 (configuration not stated),12,-2,1,·,2,-1,0.0,0
CCOC(=O)C1=CCN(S(=O)(=O)c2ccccc2F)C1c1ccc(Br)cc1 (configuration not stated),·,-36,5,-0.2,-6,3,0.2,·
CN(C)c1ccc(C(CNC(=O)COc2ccc(Cl)cc2)N2CCCC2)cc1 (configuration not stated),2,-63,-6,·,-5,2,0.0,-6

# No new results follow: four of the compounds above.
SMILES,RAD54 branch,RAD52 anneal inh,FN deposit inh,E-selectin induc,EWS-Fli inh,S100A4 inh HTS,XiGFP reactiv,esBAF inh
O=C(COC(=O)c1cc(=O)c2ccccc2o1)Nc1ccccc1F,-1,0,6,0.0,-8,0,0.2,·
C/C=C/c1ccc(C2[C@@H]3CN(S(=O)(=O)c4ccc(C)cc4)C[C@H]2N3)cc1 (some centres not stated),·,·,0&-3,0.0&0.0,1&-1,·,0.0&0.0,·
C[C@H](CO)N1C[C@H](C)[C@@H](CN(C)CC2CCCCC2)OCCCC[C@H](C)Oc2ccc(NC(=O)CCC(F)(F)F)cc2C1=O,2,·,·,-0.3,-6,·,-0.1,2
COC(=O)[C@H](CCSC)NC(=O)Cn1cnc2c(OCc3ccccc3)ncnc21,2,-4,9,-0.5,-23,27,-0.1,-1

# New compounds follow
SMILES,RAD54 branch,RAD52 anneal inh,FN deposit inh,E-selectin induc,EWS-Fli inh,S100A4 inh HTS,XiGFP reactiv,esBAF inh
COc1ccc(S(=O)(=O)Nc2cccc3c2O[C@@H](CN(C)S(=O)(=O)c2c(C)noc2C)[C@H](C)CN([C@H](C)CO)C3=O)cc1,-10,17,·,-11,-1,0,0.6,1
CN(C)CC(=O)Nc1ccc2c(c1)[C@@H]1C[C@@H](CC(=O)NC3CCCCC3)O[C@H](CO)[C@@H]1O2,6,6,·,-0.3,2,2,0.1,-1
CCC(=O)N1C[C@@H]2[C@H](c3ccccc31)[C@H](CO)N2C(=O)Nc1ccccc1,15,-5,·,-0.4,-3,0,0.4,0
COc1ccc(S(=O)(=O)N(C)C[C@@H]2OCCCC[C@H](C)Oc3ccc(NC(=O)CCC(F)(F)F)cc3C(=O)N([C@@H](C)CO)C[C@@H]2C)cc1,3,-19,·,0.1,13,-3,-0.2,3
C[C@@H]1CN([C@H](C)CO)S(=O)(=O)c2ccc(-c3cncnc3)cc2O[C@@H]1CN(C)C(=O)c1ccc2c(c1)OCO2,6,16,-4,0.3,-5,-4,-0.4,-12
COc1ccc(S(=O)(=O)Nc2ccc3c(c2)C(=O)N([C@H](C)CO)C[C@H](C)[C@@H](CN(C)C(=O)Nc2ccccc2)OCCCC[C@@H](C)O3)cc1,-11,·,-18,-0.3,7,·,0.3,-4
C[C@H]1CN([C@@H](C)CO)C(=O)CCCn2cc(nn2)CO[C@@H]1CN(C)S(=O)(=O)c1cccc(F)c1,7&3,-11&6,-1&4,-0.1&-0.3,0&-2&3,-10&-1,0.1&-0.4,2&-1&-5
O=c1oc(CCCO)cc2ccc(/C=C/c3cccc([N+](=O)[O-])c3)cc12,9,-24,-13,0.4,-120,-6,0.0,49*
Cc1nc(SCc2ccc(O)c([N+](=O)[O-])c2)c([N+](=O)[O-])[nH]1,4,-7,0,-0.4,-7,7,-0.1,51
C[C@@H]1CCCCO[C@@H](CN(C)C(=O)C2CCCCC2)[C@H](C)CN([C@@H](C)CO)C(=O)c2cc(NC(=O)c3ccncc3)ccc2O1,3,-16,·,-0.5,8,-13,0.1,28
O=C(COC(=O)c1ccc([N+](=O)[O-])cc1)NC12CC3CC(CC(C3)C1)C2,-12,-2,-6,0.2,-1,-1,0.3,1
CCN(CC)C(=S)SCC(=O)c1ccc(Br)cc1,-3,-16,3,-0.2,-71,-12,0.4,83*
CCC(=O)Nc1ccc(C(=O)NNC(=O)C2CCCCC2)cc1,8,-2,·,1.0,·,3,0.6,2
CN(C)S(=O)(=O)c1cccc(NC(=O)c2sccc2-c2ccccc2)c1,2,-2,·,1.3,·,-8,0.2,·
CCOC(=O)Nc1ccc2c(c1)N(C(=O)CN(C)C)c1ccccc1S2,12,-17,·,-0.9,-9,-8,0.1,-8
CC1(C)CC(=O)C=C(c2ccccc2F)C1=O,·,-1,-10,-1.9,-2,11,0.0,·
CC(=O)CC(=O)NC1CCc2ccccc21 (configuration not stated),·,-8,-5,0.7,-10,-8,0.0,·
COc1cc(C23CCCN(CCC(C(C)(C)C)C2)C32OCCO2)cc(OC)c1OC (configuration not stated),·,-4,-6,·,6,-3,0.0,·
C=C(c1ccccc1Cl)[n+]1ccccc1,1,7,-4,0.0,3,-2,0.1,0
COc1cccc(-c2nnc(SCC(=O)N3CCCC3=O)n2-c2ccccc2)c1,-3,-21,·,·,-3,-5,·,6
CCCC#Cc1cnc2c(c1)C(=O)N([C@@H](C)CO)C[C@@H](C)[C@H](CN(C)Cc1ccccc1)O2,-1,-2,·,0.4,-1,9,-0.3,-7
NC(=S)N/N=C\c1c(OCc2ccccc2Cl)ccc2ccccc12,1,-17,-9,·,41,4,0.0,1
COc1ccc(S(=O)(=O)N(C)C[C@@H]2OCCCC[C@H](C)Oc3ccc(NC(=O)Nc4ccc(C(F)(F)F)cc4)cc3C(=O)N([C@H](C)CO)C[C@H]2C)cc1,2&-8,-21&6,0,4.6,18&6,-6&-6,0.2&-0.3,9&2
O=C(NCc1cccc(Br)c1)C1CC(c2ccc(C(F)(F)F)cc2)=NO1 (configuration not stated),5,2,-2,1.6,-1,62,0.1,-7
COc1ccc(CC(=O)N2CCC(n3nccc3NC(=O)C3CC3)CC2)cc1,-14,-14,-4,-0.1,·,2,-0.1,-1
C=CC[C@@H](Cc1ccc(F)cc1)C(=O)OC[C@H]1CCCN1C(=O)[C@@H](CC=C)CC(=O)N[C@@H](CO)Cc1ccccc1,-16,3,4,-0.3,5,7,0.3,8
C[C@H](CO)N1C[C@H](C)[C@H](CN(C)C(=O)c2ccc(F)cc2)Oc2ncc(-c3ccc(F)cc3)cc2C1=O,3,-2,-3,1.0,10,1,0.3,3
O=C(NCC[C@@H]1CC[C@H](NC(=O)c2ccccc2F)[C@H](CO)O1)c1ccc2c(c1)OCO2,-1,-1,8,-0.2,-5,11,0.6,-1
O=S(=O)(Cc1ccccc1)NCC[C@@H]1CC[C@H](NS(=O)(=O)c2ccc(F)cc2)[C@H](CO)O1,·,·,-3,-0.4,·,·,0.4,-2
Cc1cccc(C)c1OCc1cc(C(=O)N2CCN(c3ccccn3)CC2)no1,-9,-13,1,·,·,1,0.1,35
CN(Cc1ccccc1)C(=O)COC(=O)c1cncc(Br)c1,·,-8,0,1.5,8,0,-0.2,·
COc1cccc(CNc2ccc3[nH]c(=O)[nH]c3c2)c1OCc1ccccc1Cl,1,-18,2,-0.3,17,-5,0.1,-8
